Source: PubChem (Broad Institute)
DENV2 CPE rescue = protects cells from dengue virus 2 cytopathic effect | 1.7% of 350,000 active | DENV2-infected cells, cytopathic effect rescue, plate reader | CPE inhibition, % at 9.99 µM | AID 651640; in the data active = CPE inhibition above about 20%, passing the limit was not always enough; inconclusive = no clear call, values can overlap the other calls; tested in BHK-21 cells;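 also: 0% = median of neutral control wells and 100% = median of positive control wells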
Casp6 inh = blocks human caspase-6 cleavage activity | AID 686996 | purified caspase-6, Z-VEID-R110 cleavage fluorescence | P55212 | inhibition, % at 12.5 µM | 0.53% of 350,000 active;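 active = mean inhibition across replicates at least about 35%, with every replicate also reaching that limit, limit read from the data; inconclusive = only one of the two criteria met; inactive = neither criterion met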;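 also: 0% = median of neutral control wells and 100% = no fluorescence left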
Target sequence (P55212 24-179 limits assumed): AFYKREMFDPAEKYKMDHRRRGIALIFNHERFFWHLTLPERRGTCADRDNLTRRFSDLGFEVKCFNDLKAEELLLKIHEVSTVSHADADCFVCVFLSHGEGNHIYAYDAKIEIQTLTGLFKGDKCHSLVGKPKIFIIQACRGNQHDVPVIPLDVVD
Target sequence (P55212 194-293 limits assumed): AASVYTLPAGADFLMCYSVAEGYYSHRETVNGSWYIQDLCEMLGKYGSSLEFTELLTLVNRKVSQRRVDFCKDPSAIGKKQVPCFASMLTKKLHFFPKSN
INS-1E GSIS act = GLuc luminescence reporter in INS-1E cells, primary screen for activators of glucose-dependent secretion of insulin. INS-1E GLuc reporter insulin secretion, 2-3 h. AID 743287. 0.61% of 370,000 active. activation, % at 16.6 µM;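 active = lowest replicate activation of at least 40%, so every replicate reaches that level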;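 also: 0% = median of neutral control wells and 100% = median of IBMX positive control wells; some compounds called inactive have numbers as strong as hits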
E-selectin induc = E-selectin induction on HUVECs; P16581; HUVEC E-selectin immunofluorescence imaging; normalized: neutral wells 0, TNF-alpha wells 100; activation, % at 7.58 µM; 0.37% of 260,000 active;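 active = mean E-selectin-positive cell signal at least 10% of the positive control, reached in at least 60% of replicates, without over 20% cell loss; inconclusive = no rule given, readout overlaps actives, possibly toxicity-flagged; inactive = the rest, including those meeting only one limit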;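 also: in these data hits start at about 27%; measured in HUVEC primary endothelial cells; signal is the percent of cells scored E-selectin positive by PE staining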
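Read-out basis: % PE-positive cells; Test system: HUVEC primary endothelial cells; Technique: immunofluorescence imaging; Dosing: single-point compound dose.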
F508del corr = CFTR F508del correction in bronchial cells; CFBE cells, YFP halide quenching; stimulated with forskolin plus potentiator P3; % fluorescence drop versus neutral controls; activity (quench increase), % at 7.58 µM; 0.36% of 350,000 active;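 active = mean added fluorescence quench of at least 8% versus neutral control, with both replicates also reaching 8%; inconclusive = only one of the mean or replicate conditions met; inactive = mean below 8% and not both replicates reaching 8%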;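 also: cells transiently co-express mutant CFTR-F508del with the halide-sensitive YFP; corrector assay measuring rescue of mutant channel to the surface after 24 h compound exposure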
XiGFP reactiv = reactivates the inactive X chromosome in mouse fibroblasts; XiGFP mouse fibroblasts, % GFP-positive cells imaging, 3 d; cells co-treated with 5-aza-dC sensitizer; scaled so ellipticine positive control = 100%; activation, % at 7.58 µM; 0.055% of 360,000 active; AID 743238;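 active = mean normalized replicate activation at least 10% and every replicate at or above 10%; inconclusive = only one of the two criteria met; inactive = mean below 10% and not all replicates reach 10%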;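 also: 0% = median of on-plate neutral control wells and 100% = ellipticine 6 µM median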
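Assay system – SV40-immortalized XiGFP fibroblast cells, line 68-5-11 · Buffer or medium – DMEM supplemented with 5-aza-dC as sensitizing agent · Dosing – one concentration, pinned · Benchmarks – positive control ellipticine, 6 µM final · Times – 3 days compound exposure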
RAD52 inh = RAD52 (human) annealing inhibition. inhibition, % at 18.7 µM. 0.46% of 360,000 active. recombinant RAD52 DNA annealing, FRET fluorescence;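 active = every replicate showing at least 50% inhibition; inconclusive = mean inhibition at least 50% but not in every replicate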
RAD54 inh = inhibitors of human RAD54 branch migration. RAD54 Holliday junction branch migration, FAM/BHQ fluorescence. inhibition, % at 10.4 µM. 0.14% of 360,000 active. AID 602329;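 active = mean normalized replicate activity at least 40 and at least half of replicates scoring 40 or more; inconclusive = only one of the two criteria met; inactive = mean below 40 and under half of replicates reaching 40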;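 also: 0% = median of neutral control wells and 100% = median of positive control wells; inhibitors cause a drop in the FAM fluorescence signal; in these data hits start at about 50%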
Target sequence (Q92698 whole entry, looked up): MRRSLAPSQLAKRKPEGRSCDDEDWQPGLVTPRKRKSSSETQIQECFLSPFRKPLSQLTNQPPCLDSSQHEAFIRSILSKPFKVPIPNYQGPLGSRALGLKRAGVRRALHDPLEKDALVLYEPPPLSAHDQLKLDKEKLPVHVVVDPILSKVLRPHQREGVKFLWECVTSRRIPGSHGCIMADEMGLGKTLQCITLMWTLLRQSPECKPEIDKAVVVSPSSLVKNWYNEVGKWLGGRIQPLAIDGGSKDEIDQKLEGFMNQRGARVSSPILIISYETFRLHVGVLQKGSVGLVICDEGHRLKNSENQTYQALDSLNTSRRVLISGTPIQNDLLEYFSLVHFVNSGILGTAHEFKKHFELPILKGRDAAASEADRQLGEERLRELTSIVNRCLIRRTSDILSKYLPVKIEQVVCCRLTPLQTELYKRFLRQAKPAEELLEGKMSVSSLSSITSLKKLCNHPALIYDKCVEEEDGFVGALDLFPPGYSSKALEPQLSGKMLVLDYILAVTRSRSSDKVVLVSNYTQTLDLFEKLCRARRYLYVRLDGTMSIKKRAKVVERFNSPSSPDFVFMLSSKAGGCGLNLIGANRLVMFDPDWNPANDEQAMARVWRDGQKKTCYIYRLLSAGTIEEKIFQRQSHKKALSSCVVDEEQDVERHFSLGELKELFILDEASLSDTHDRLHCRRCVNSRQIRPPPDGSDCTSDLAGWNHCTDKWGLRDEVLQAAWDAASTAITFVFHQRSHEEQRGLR
* = called active by the depositor; u = inconclusive; x = not tested or not shown.

SMILES	DENV2 CPE rescue	Casp6 inh	INS-1E GSIS act	E-selectin induc	F508del corr	XiGFP reactiv	RAD52 inh	RAD54 inh
Cn1c(=O)c2c(=O)cc(N)[nH]c2n(C)c1=O	-1	9	8	5.9	-1.3	0.1	-15	x
CC=Cc1ccc2n(c1=O)C[C@@H]1[C@@H](CO)[C@H](C(=O)NCC3CC3)N(CCC(F)(F)F)[C@H]21 (mixture of isomers)	14	2	19	-0.8	-0.8	0.6	-15	6
Cc1nn(CC(=O)N2CCC(C)CC2)c(=O)c2nn(-c3ccccc3)c(C)c12	5	-3	7	x	-0.1	0.0	4	12
COC(=O)[C@H]1C[C@H](OC(=O)Nc2cccs2)[C@@]2(O)CN(S(=O)(=O)c3ccc(C)cc3)CC2[C@H]1C(=O)OC (stereo partly drawn)	-6	4	-4	-0.2	1.0	-0.2	-16	0
COc1cc2c(cc1NC(=O)CSc1ccccc1)oc1ccccc12	x	-1	-1	x	-0.6	0.0	-24	x
COc1ccc(NC(=S)Nc2cccc(Cl)c2)cc1OC	0	12	-15	x	1.0	0.0	10	-2
Cc1cccnc1C(NC(=O)C1CCN(CCCc2ccccc2)CC1)c1ccc(Cl)cc1 (stereo not drawn)	20*	3	-35	-0.1	-0.4	-0.1	-17	8
Cc1cc(C(=O)CSc2ccc(F)cc2)cc(C)c1O	-3	6	-4	3.6	x	0.1	-14	9
COc1ccccc1C(=O)Nc1ccc2c(c1)OC[C@H](C)N(C(C)=O)C[C@@H](C)[C@@H](OC)CN(C)C2=O	3	x	0	-0.1	0.0	0.0	1	-6
COCCOC(=O)N1C(=O)[C@@]2(c3cc(C#CCCO)ccc31)[C@H](c1ccccc1OCCO)N1[C@H](c3ccccc3)[C@H](c3ccccc3)OC(=O)[C@H]1[C@@H]2C(=O)N1CCN(c2ncccn2)CC1	0	0	x	x	-2.6	x	14	0
CC1CCCN(S(=O)(=O)CCNC(=O)c2ccc3c(c2)OCO3)C1 (stereo not drawn)	-4	-6	-9	0.3	-0.3	0.0	-2	-3
O=C(Nc1cccc(N2C(=O)C3C4C=CC(C4)C3C2=O)c1)c1cccs1 (stereo not drawn)	-6	-1	-14	1.2	-0.9	-0.4	2	x
O=C(C[n+]1ccc(/C=N/O)cc1)N(Cc1ccccc1)Cc1ccccc1	-6	-2	6	x	0.1	0.0	-7	x
COc1ccc(C)cc1NC(=O)N1CCC(CO)(CC2CCCCO2)CC1 (stereo not drawn)	-3	-4	-11	x	-0.3	0.0	-19	x
CCOc1ccc(CCNC(=O)COC(=O)c2cc([N+](=O)[O-])ccc2N2CCOCC2)cc1OCC	-9	1	26	x	1.3	0.3	-8	-2
O=C1CC(c2ccc(Cl)cc2)c2c(O)cc(O)cc2O1 (stereo not drawn)	-2	10	x	2.9	-2.5	0.1	-5	-1
C#CCOCCOCCOCCNc1nc(N2CCN(C(=O)[C@H]([C@@H](C)CC)n3cc([C@@H](N)CO)nn3)CC2)nc(N2CCN(C(=O)[C@H](CCCCN)n3cc([C@@H](N)C(C)CC)nn3)CC2)n1 (stereo partly drawn)	-8	-171	32	-0.2	-1.4	0.1	57*	-12
CCN(CC)CCN(C(=O)CN1C(=O)c2ccccc2C1=O)c1nc2cc3c(cc2s1)OCO3	-1	-6	-16	x	4.3	0.1	-3	35
Cc1ccc(S(=O)(=O)Nc2cc3c(C(=O)Nc4ccccc4)c(C)oc3c3ccccc23)cc1	-1	-4	8	0.2	x	0.0	-71	-3
C[C@H](CO)N1C[C@H](C)[C@H](CN(C)Cc2ccc(C(=O)Nc3ccccc3N)cc2)Oc2c(NC(=O)C3CC3)cccc2C1=O	4	x	4	0.0	-1.1	0.1	6	2
Cc1ccc(-n2ncc3c2CC(C)(C)CC3NC(=O)CCN2CCCCC2=O)cc1 (stereo not drawn)	-3	-1	-8	-0.1	-3.1	0.0	-18	-3
CC1=CC2=NC(=O)/C(=C/c3cccn3Cc3ccccc3)C(=N)N2O1	3	-5	12	0.2	-1.6	0.0	-76	-24
S=c1[nH]nc(-c2ccccc2Br)n1Cc1ccccc1	3	2	2	x	1.8	0.0	5	-1
CO[C@@H]1CN(C)C(=O)c2ccc(NC(C)=O)cc2OC[C@@H](C)N(Cc2cncnc2)C[C@H]1C	-6	0	22	-0.1	-1.1	0.1	-12	-4
COc1cccc(OC)c1C(=O)NC(=S)NCc1cccnc1	-2	25	5	x	-2.0	0.4	-3	7
COC(=O)c1ccc(COC(=O)CCC(=O)c2cccs2)cc1	-6	x	-4	0.4	0.2	0.2	-18	x
O=C(C[C@H]1C=C[C@@H](NC(=O)Cc2ccccn2)[C@@H](CO)O1)NCCc1ccncc1	15	-4	2	-0.3	-0.8	0.6	-44	4
COc1ccc(CC(=O)n2[nH]c(=O)ccc2=O)cc1OC	-3	-3	x	x	0.5	0.1	-3	-6
COC(=O)[C@]12CCCCC=C1N(CCc1ccc(OC)c(OC)c1)C(=O)[C@H](CC(=O)N1CCCCC1)C2	19	4	-7	-0.2	-2.6	0.1	-8	x
O=C(NNC(=S)NCC1CCCO1)c1cc(Br)ccc1Cl (stereo not drawn)	u	1	-12	0.0	0.4	0.0	-3	5
Cc1cc(C(=O)N/N=C/c2ccc(OC(=O)c3ccccc3Br)cc2)n[nH]1	2	-1	4	0.6	-2.8	-0.1	-1	x
C[C@H](CO)N1C[C@H](C)[C@@H](CN(C)Cc2ccc3c(c2)OCO3)Oc2ccc(NC(=O)Nc3ccc(F)cc3)cc2C1=O	-7	0	9	-2.4	1.3	-1.2	-1	14
O=C(CBr)Nc1c2c(nn1-c1ccccc1)CSC2	8	21	18	0.3	-0.2	0.0	-17	-6
Cc1noc(C)c1S(=O)(=O)Nc1ccc2c(c1)C(=O)N([C@@H](C)CO)C[C@H](C)[C@H](CN(C)S(C)(=O)=O)O2	4	-3	14	-4.1	0.6	0.5	1	-7
O=C(Nc1ccc(Cl)c(Cl)c1)Nc1ccccc1O	11	4	-47	x	-1.5	0.0	3	-5
COc1ccc(CN2CCC2(C)C(=O)NCCc2c[nH]c3ccccc23)c2ccccc12 (stereo not drawn)	-10	-2	-4	0.0	-1.3	0.0	-15	-3
O=C(CC1N=C(Cc2ccccc2)NNC1=O)N/N=C/c1ccc([N+](=O)[O-])cc1 (stereo not drawn)	-2	-5	-13	1.1	-0.8	0.0	-18	-14
C[C@H](CO)N1C[C@H](C)[C@H](CN(C)Cc2ccccn2)Oc2ncc(Br)cc2C1=O	-7	-10	x	0.3	1.9	0.0	-8	1
O=C(NCc1ccc(Cl)cc1)C1CCN(C(=O)Cc2ccccc2)CC1	6	2	7	-0.3	-4.1	-0.1	-18	3
COC(=O)c1c(NC(=O)CC2SC(N)=NC2=O)sc(C)c1C (stereo not drawn)	15	-1	6	x	-1.1	-0.2	-18	x

Single entries from above:
COC(=O)[C@]12CCCCC=C1N(CCc1ccc(OC)c(OC)c1)C(=O)[C@H](CC(=O)N1CCCCC1)C2 in Casp6 inh is entered as 4
Cc1cc(C(=O)CSc2ccc(F)cc2)cc(C)c1O in DENV2 CPE rescue is entered as -3

The listing continues.
SMILES	DENV2 CPE rescue	Casp6 inh	INS-1E GSIS act	E-selectin induc	F508del corr	XiGFP reactiv	RAD52 inh	RAD54 inh
CCOC(=O)c1ccc(NC(=O)NNS(=O)(=O)c2cc(OC)ccc2OC)cc1	-5	0	8	-0.3	-2.0	0.2	0	-4
O=c1cc(CN2CCN(S(=O)(=O)c3ccccc3)CC2)nc2sccn12	7	7	9	x	2.5	0.0	-2	x
CCOC(=O)C1=CC[C@@H](c2ccccc2)N(S(=O)(=O)c2ccc(C)cc2)[C@H]1C=C(C)C	12	-3	-5	0.3	-0.4	1.8	-17	-8
Cc1ccc(C(=O)Nc2ccc(S(=O)(=O)NC3=NCCCCC3)cc2)cc1S(=O)(=O)N1CCOCC1	16	4	-9	x	0.9	0.0	-9	13
Cc1noc2ncnc(N3CCCC3)c12	1	-7	0	x	-3.1	0.5	-17	-2
CCC(=O)N(C)C[C@H]1Oc2ncc(-c3ccc(C(=O)N(C)C)cc3)cc2C(=O)N([C@H](C)CO)C[C@@H]1C	-8	-2	21	0.6	3.6	-0.8	5	4
Cc1ccc(C)c(S(=O)(=O)N2CCN(C(=O)c3cc(S(=O)(=O)NCc4ccccc4)ccc3C)CC2)c1	3	0	15	0.0	3.2	0.0	-12	-2
CCOc1ccccc1Nc1nc(N)nc(Cl)c1CC	14	1	9	0.1	1.1	0.4	-9	3
O=C(Nc1ccc2c(c1)OCO2)c1ccccn1	-7	3	x	x	0.4	0.0	-3	10
Cc1ccc(S(=O)(=O)Nc2ccc3c(c2)C(=O)N([C@H](C)CO)C[C@@H](C)[C@@H](CN(C)C(=O)NC(C)C)OCCCC[C@@H](C)O3)cc1	1	0	-31	0.1	-0.7	-0.1	16	-15
CCC(=O)c1ccc(OCC(=O)Nc2ccccc2N2CCOCC2)cc1	-5	-1	x	-0.1	-0.2	0.2	-34	-12
COCC#Cc1ccc2c(c1)O[C@@H](CN(C)Cc1ccccc1F)[C@@H](C)CN([C@H](C)CO)S2(=O)=O	6	3	-32	-0.4	1.7	-0.4	-19	12
COc1ccc2c3c(n(C)c2c1)[C@H](CO)N(CC1CC1)CC31CCN(C(=O)c2ccc3c(c2)OCO3)CC1	3	x	4	0.0	1.2	0.2	-36	x
Cc1ccc(NC(=O)NC2OC(=O)c3ccccc32)cc1 (stereo not drawn)	u	-2	-7	0.0	1.4	0.1	-12	x
CCCC#Cc1ccc([C@@H]2[C@H]3CN(C(=O)CN4CCOCC4)CC(=O)N3[C@H]2CO)cc1	1	1	8	1.3	1.0	0.3	-5	x
COc1ccc(-n2cnc3c(sc4nc(N5CCOCC5)c5c(c43)CCCC5)c2=O)cc1	7	1	7	-0.1	-2.5	0.0	-6	1
COc1ccc(CSCCNC(=S)Nc2ccccc2)cc1Cl	x	0	-35	0.0	-2.4	x	-7	x

Some of the entries above in another layout:
> COc1ccc2c3c(n(C)c2c1)[C@H](CO)N(CC1CC1)CC31CCN(C(=O)c2ccc3c(c2)OCO3)CC1
  DENV2 CPE rescue: 3
  Casp6 inh: x
  INS-1E GSIS act: 4
  E-selectin induc: 0.0
  F508del corr: 1.2
  XiGFP reactiv: 0.2
  RAD52 inh: -36
  RAD54 inh: x

> Cc1ccc(NC(=O)NC2OC(=O)c3ccccc32)cc1 (stereo not drawn)
  DENV2 CPE rescue: u
  Casp6 inh: -2
  INS-1E GSIS act: -7
  E-selectin induc: 0.0
  F508del corr: 1.4
  XiGFP reactiv: 0.1
  RAD52 inh: -12
  RAD54 inh: x

Just E-selectin induc and F508del corr, for four of the compounds above:
| smiles | E-selectin induc | F508del corr |
| --- | --- | --- |
| Cc1noc2ncnc(N3CCCC3)c12 | x | -3.1 |
| CCC(=O)N(C)C[C@H]1Oc2ncc(-c3ccc(C(=O)N(C)C)cc3)cc2C(=O)N([C@H](C)CO)C[C@@H]1C | 0.6 | 3.6 |
| Cc1ccc(C)c(S(=O)(=O)N2CCN(C(=O)c3cc(S(=O)(=O)NCc4ccccc4)ccc3C)CC2)c1 | 0.0 | 3.2 |
| CCOc1ccccc1Nc1nc(N)nc(Cl)c1CC | 0.1 | 1.1 |
